# RGS4-Gao reg: modulators of RGS4 binding to Galphao, primary screen, biochemical, multiplexed bead flow cytometry; AID 1415, 2008; Guanine nucleotide-binding protein G(o) subunit alpha (Homo sapiens), P09471; actives lie on both sides; 0.33% of 220,000 active; binding response (% of control), % at 10 µM; in the data active = binding response below about 49% or above about 150%; inactive = in between;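 note: fluorescent Galphao activated with aluminum fluoride binding bead-coupled RGS4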
# RGS8-Gao reg: RGS8-Galphao binding modulators, primary screen, biochemical, multiplexed bead flow cytometry | Guanine nucleotide-binding protein G(o) subunit alpha (Homo sapiens), P09471 | actives lie on both sides | response (percent of control binding), % at 10 µM | 0.34% of 220,000 active | AID 1423, 2008; in the data active = response below about 60% or above about 140%; inactive = in between;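 note: Galphao activated as the GDP aluminium fluoride complex binding bead-coupled RGS8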
# ABCB1 block: ABCB1 efflux pump inhibitors, primary screen, cell-based, multiplex, flow cytometry, ABCG2 counter-screen | ATP-dependent translocase ABCB1 (Homo sapiens), P08183 | CCRF-Adr cells, JC-1 efflux | inhibition, % at 6.6 µM | 0.067% of 190,000 active | AID 1326, 2008; in the data active = inhibition above about 40%;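 note: 0% = vehicle and 100% = reference inhibitor; higher value means more JC-1 retained so stronger ABCB1 efflux block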
# Bcl-W Bim block: inhibitors of Bim binding to Bcl-W, primary screen, biochemical, multiplexed, bead-based flow cytometry. Bim peptide-Bcl-W binding. inhibition, % at 10 µM. 0.02% of 190,000 active. AID 952, 2007;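 note: 0% = bound tracer without compound and 100% = peptide blocker; higher means less fluorescent Bim peptide bound to Bcl-W beads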
# Target sequence (Q92843 whole entry, looked up): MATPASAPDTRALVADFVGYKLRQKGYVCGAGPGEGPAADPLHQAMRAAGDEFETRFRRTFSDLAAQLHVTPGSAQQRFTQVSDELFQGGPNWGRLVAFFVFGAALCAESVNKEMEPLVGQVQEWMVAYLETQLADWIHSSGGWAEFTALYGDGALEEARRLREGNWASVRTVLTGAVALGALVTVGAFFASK
# RGS7-Gao: RGS7-Galphao binding modulators, primary screen, biochemical, multiplexed bead flow cytometry | actives lie on both sides | binding response (% of control), % at 10 µM | 0.35% of 220,000 active | AID 1439, 2008; in the data active = binding response below about 49% or above about 150%; inconclusive = no clear call, values can overlap the other calls; inactive = in between;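 note: fluorescent Galphao held in activated GDP-AlF4 state binding bead-coupled RGS7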
# Bim-Bcl-B: inhibitors of Bim-Bcl-B binding, primary screen, biochemical, multiplexed, human Bcl-2 family; bead-based flow cytometry, Bim peptide-Bcl-B binding; Bcl-2-like protein 10 (Homo sapiens), Q9HD36; 0.073% of 190,000 active; inhibition, % at 10 µM;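 note: 0% = tracer peptide without compound and 100% = reference inhibitor peptide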
# Target sequence (Q9HD36 whole entry, looked up): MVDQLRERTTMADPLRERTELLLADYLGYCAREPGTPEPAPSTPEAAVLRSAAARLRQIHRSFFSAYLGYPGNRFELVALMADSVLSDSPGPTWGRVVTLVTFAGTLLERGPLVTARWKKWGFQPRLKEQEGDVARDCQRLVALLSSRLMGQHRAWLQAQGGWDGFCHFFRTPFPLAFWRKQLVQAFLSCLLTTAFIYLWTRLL
# Mcl-1 Bim block: inhibitors of Bim peptide binding to Mcl-1, primary screen, biochemical, bead-based flow cytometry, multiplex. Induced myeloid leukemia cell differentiation protein Mcl-1 (Homo sapiens), Q07820. Bim peptide-Mcl-1 binding. inhibition, % at 10 µM. 0.1% of 190,000 active;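 note: 0% = no compound tracer wells and 100% = peptide blocker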
# Bcl-XL Bim block: inhibitors of Bim-Bcl-XL binding, primary screen, biochemical, multiplexed, bead flow cytometry, human Bcl-XL; Bim peptide-Bcl-XL binding, fluorescence; inhibition, % at 10 µM; 0.04% of 190,000 active; AID 1007, 2008
# Bim-Bcl-2: inhibitors of Bim-Bcl-2 binding, primary screen, biochemical, multiplexed, human Bcl-2 family. Apoptosis regulator Bcl-2 (Homo sapiens), P10415. Bead-based flow cytometry, Bim peptide-Bcl-2 binding. inhibition, % at 10 µM. 0.06% of 190,000 active. AID 950, 2007; in the data active = inhibition above about 40%; inconclusive = no clear call, values can overlap the other calls;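 note: 0% = no compound wells with probe peptide and 100% = reference peptide inhibitor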
# ABCG2 inh: ABCG2 efflux pump inhibitors, primary screen, multiplex with ABCB1, IgMXP3 cells, flow cytometry; Broad substrate specificity ATP-binding cassette transporter ABCG2 (Homo sapiens), Q9UNQ0; JC-1 efflux; inhibition, % at 6.6 µM; 0.1% of 190,000 active;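 active = inhibition above 80%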;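 note: 0% = DMSO and 100% = nicardipine control wells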
# Target sequence (Q9UNQ0 whole entry, looked up): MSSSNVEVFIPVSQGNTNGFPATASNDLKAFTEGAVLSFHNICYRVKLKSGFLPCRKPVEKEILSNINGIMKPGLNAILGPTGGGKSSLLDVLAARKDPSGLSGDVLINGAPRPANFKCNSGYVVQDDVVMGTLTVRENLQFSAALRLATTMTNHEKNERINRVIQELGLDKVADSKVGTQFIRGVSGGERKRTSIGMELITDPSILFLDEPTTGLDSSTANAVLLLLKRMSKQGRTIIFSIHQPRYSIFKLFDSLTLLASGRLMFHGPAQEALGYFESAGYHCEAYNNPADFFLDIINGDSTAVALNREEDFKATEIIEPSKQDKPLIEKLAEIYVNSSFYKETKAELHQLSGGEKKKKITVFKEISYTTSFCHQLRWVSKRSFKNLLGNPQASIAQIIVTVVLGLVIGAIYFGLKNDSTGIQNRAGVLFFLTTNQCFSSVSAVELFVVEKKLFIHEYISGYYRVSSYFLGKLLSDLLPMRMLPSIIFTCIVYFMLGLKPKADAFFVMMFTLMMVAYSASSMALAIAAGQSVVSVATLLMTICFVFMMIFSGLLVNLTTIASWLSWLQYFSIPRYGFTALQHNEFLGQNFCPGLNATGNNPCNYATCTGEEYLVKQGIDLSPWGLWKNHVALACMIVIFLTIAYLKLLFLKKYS
#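 test system = two drug-resistant human cell lines, ABCG2 and ABCB1 | amount = 3 million cells/mL final, two lines in 1:1 ratio | reagent = JC-1 transporter substrate | doses = one concentration, 6.6 µM final | incubation = 10 min at 25 °C | signal = flow cytometric JC-1 green MFI at 530 nm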
# Bim-Bfl-1: inhibitors of Bim binding to Bfl-1, primary screen, biochemical, multiplexed, bead-based flow cytometry; Bcl-2-related protein A1 (Homo sapiens), Q16548; 0.12% of 190,000 active; inhibition, % at 10 µM; Bim-Bfl-1 binding inhibition;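 note: 0% = wells without compound plus tracer and 100% = blocker peptide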
# The depositor's hits bear a star; ? = inconclusive. Cut-off read from the data, not from the text of the source, unless noted: active = inhibition above about 40%.
SMILES	Bim-Bcl-2	Mcl-1 Bim block	RGS8-Gao reg	Bim-Bcl-B	ABCB1 block	Bcl-XL Bim block	RGS4-Gao reg	Bcl-W Bim block	Bim-Bfl-1	RGS7-Gao	ABCG2 inh
Cc1ccc(C(=O)NNC(=O)c2ccccc2-n2cccc2)cc1	7.0	3.0	101.1	6.0	0.3	5.0	100.2	9.0	3.0	102.0	0.9
Fc1ccc(-c2cc(C(F)(F)F)n3ncnc3n2)cc1	-1.0	0.0	101.3	-2.0	0.4	0.0	106.0	1.0	-4.0	100.0	2.5
O=C(NC(Cc1ccccc1)C(=O)O)c1ccc(S(=O)(=O)N2CCCCC2)cc1 (stereo not drawn)	0.0	2.0	102.2	-6.0	-0.3	-1.0	101.3	4.0	-11.0	99.9	-0.7
COc1cccc(C(=O)NCCSc2ccc(F)cc2)c1	-6.0	-3.0	98.5	-4.0	0.4	-2.0	100.6	-5.0	-5.0	100.0	2.2
O=[N+]([O-])c1cc(/C=N/n2cnnc2)ccc1N1CCCC1	0.0	1.0	99.4	-1.0	0.1	1.0	101.6	1.0	-6.0	102.5	8.6
COCCN(CC(=O)Nc1ccccc1C)S(=O)(=O)c1ccc(S(=O)(=O)N2CCCC2)cc1	-5.0	-1.0	101.7	-9.0	1.1	11.0	100.4	3.0	-6.0	105.3	2.3
CCCCC(=O)Nc1cc(C(=O)NCCc2ccccc2)ccc1Cl	0.0	2.0	113.0	0.0	1.2	2.0	119.1	2.0	3.0	112.7	6.8
COc1ccc(NC(=O)Cn2nnc(-c3ccccc3F)n2)cc1	-5.0	0.0	95.3	-3.0	0.6	-1.0	93.6	-3.0	-4.0	95.5	4.3
CC1(C)CC(=O)C2=C(C1)OC(=O)C2(NC(=O)c1cccs1)C(F)(F)F (stereo not drawn)	-5.0	-2.0	101.8	-8.0	0.1	-4.0	102.1	0.0	-15.0	97.0	4.2
O=S(=O)(c1ccc(F)cc1)N1CCN(C(=S)NC2CCCC2)CC1	-1.0	0.0	86.3	-1.0	0.4	0.0	91.3	0.0	0.0	92.5	-2.3
O=C(NCc1cccs1)c1nc2c(nnn2Cc2ccccc2Cl)c(=O)[nH]1	-8.0	-5.0	96.6	-7.0	0.0	-9.0	105.8	-6.0	-16.0	104.2	-0.6
Cc1cc(C(=O)C(=O)N(C)C)c(C)n1-c1ccc(Cl)c(Cl)c1	-2.0	-2.0	99.2	0.0	0.2	0.0	97.5	1.0	-7.0	?	0.1
C=CCn1c(SCC(=O)Nc2cccc3ccccc23)nc(O)c(CC)c1=O	-3.0	-1.0	103.0	-1.0	1.4	0.0	100.0	-1.0	-1.0	99.8	6.3
CCCNC(=O)COC(=O)CCC(=O)c1cccs1	0.0	-5.0	88.7	3.0	-0.1	-1.0	94.6	1.0	-6.0	93.4	7.9
COc1ccc(S(=O)(=O)N(C)CC(=O)Nc2ccccc2C(F)(F)F)cc1Cl	7.0	4.0	106.5	3.0	1.0	7.0	109.8	8.0	7.0	117.6	2.4
Cc1cc(C)nc(NC(=O)Nc2ccccc2C(F)(F)F)n1	-9.0	-6.0	101.4	-8.0	0.5	-9.0	97.8	-3.0	-20.0	102.6	52.2
Cc1cccc(C)c1NC(=S)N(c1ccccc1)C(C)C	-9.0	-3.0	98.6	-7.0	0.0	-6.0	101.2	-3.0	-6.0	102.9	-0.2
CSc1nc(C)c2c(n1)N(c1ccc(C(F)(F)F)cc1)CC2	0.0	-2.0	96.0	-4.0	0.4	-1.0	94.7	-1.0	-1.0	90.8	6.8
CS(=O)(=O)Nc1ccc(C(=O)Nc2ccc3c(c2)OCO3)cc1	-2.0	4.0	106.2	-1.0	0.1	-3.0	96.9	0.0	-1.0	97.4	1.4
CCC(C)NC(=O)CSc1nnc(-c2ccncc2)n1-c1ccc(OC)cc1 (stereo not drawn)	2.0	0.0	99.6	2.0	0.6	-1.0	100.1	-3.0	-3.0	96.4	2.5
CN(C)c1ccc(/C=[N+](\[O-])C2N(c3ccccc3)C(=S)SC2(C)C)cc1 (stereo not drawn)	-8.0	-14.0	98.5	-7.0	0.3	-11.0	99.6	-8.0	-4.0	98.6	2.1
CCN(CC)S(=O)(=O)c1ccc(Cl)c(C(=O)N2CCc3ccccc32)c1	-3.0	0.0	99.7	-10.0	1.8	-1.0	99.0	-4.0	-10.0	105.1	3.1
COc1cc(CCC(=O)OCC(=O)Nc2cccc(S(N)(=O)=O)c2)cc(OC)c1OC	-8.0	-25.0	95.2	-11.0	0.2	-17.0	93.4	-11.0	-5.0	91.7	-1.0
CC(=O)OCC1OC(Nc2cccc(C)c2)C(OC(C)=O)C(OC(C)=O)C1OC(C)=O (stereo not drawn)	-4.0	-4.0	103.6	-6.0	0.2	-6.0	100.1	-5.0	-5.0	102.4	2.4

# The last 2 entries of the part above lead into the next.
SMILES	Bim-Bcl-2	Mcl-1 Bim block	RGS8-Gao reg	Bim-Bcl-B	ABCB1 block	Bcl-XL Bim block	RGS4-Gao reg	Bcl-W Bim block	Bim-Bfl-1	RGS7-Gao	ABCG2 inh
COc1cc(CCC(=O)OCC(=O)Nc2cccc(S(N)(=O)=O)c2)cc(OC)c1OC	-8.0	-25.0	95.2	-11.0	0.2	-17.0	93.4	-11.0	-5.0	91.7	-1.0
CC(=O)OCC1OC(Nc2cccc(C)c2)C(OC(C)=O)C(OC(C)=O)C1OC(C)=O (stereo not drawn)	-4.0	-4.0	103.6	-6.0	0.2	-6.0	100.1	-5.0	-5.0	102.4	2.4
COCCCNC(=O)CN(c1cc(Cl)ccc1OC)S(=O)(=O)c1ccc(C)c([N+](=O)[O-])c1	-2.0	0.0	105.4	-5.0	1.0	-3.0	103.4	0.0	-8.0	106.7	3.4
O=C(COc1ccccc1-c1ccccc1)NCc1cccc(Cl)c1	6.0	4.0	98.0	6.0	0.9	5.0	102.8	5.0	7.0	101.5	8.3
CC(=O)n1nc(-c2ccco2)nc1SCc1ccccc1	-10.0	1.0	100.0	-5.0	-2.8	-5.0	98.3	3.0	-10.0	99.2	-3.6
COC(=O)Nc1ccc(S(=O)(=O)N2CCCCC2)cc1	-10.0	-2.0	100.1	-10.0	0.3	-6.0	101.0	-2.0	-17.0	99.5	1.1
Cc1sc2ncnc(Sc3nnnn3-c3ccc(Cl)cc3)c2c1C	1.0	-5.0	96.5	-3.0	0.6	1.0	93.2	-1.0	-1.0	93.5	7.2
c1ccn2cc(-c3ccc4c(c3)OCCO4)nc2c1	2.0	-3.0	108.0	0.0	0.2	2.0	107.5	0.0	2.0	110.8	14.1
CCOC(=O)Nc1sc(C(=O)N(CC)CC)c(C)c1C(=O)OCC	-2.0	4.0	97.1	-4.0	0.4	-3.0	98.7	4.0	2.0	103.6	1.2
CCc1ccccc1N1CC23C=CC(O2)C(C(=O)OC)C3C1=O (stereo not drawn)	-1.0	-6.0	99.2	-2.0	0.5	-3.0	96.1	-5.0	-2.0	101.3	2.5
CC(C)CC(=O)c1c[nH]c(C(=O)NCC2CCCO2)c1 (stereo not drawn)	-8.0	-5.0	105.5	-11.0	0.7	-4.0	104.3	0.0	-6.0	103.3	16.3
c1nnc(NC2=NCCC2)s1	4.0	2.0	121.0	6.0	0.3	6.0	100.6	4.0	0.0	104.1	1.2
CC(C)=CC(=O)OCC(=O)Nc1cc(C)cc(C)c1	-1.0	3.0	101.7	0.0	0.2	-4.0	99.9	0.0	-5.0	99.1	5.4
Cc1cc2oc(=O)cc(Cn3ncc(Cl)c(Cl)c3=O)c2cc1Cl	-1.0	-2.0	101.5	-2.0	1.1	-6.0	99.8	0.0	-5.0	97.6	5.7
Cc1c(C(=O)NCc2ccoc2)oc2ccc3c(c12)C(=O)CC(C)(C)O3	1.0	-3.0	99.6	-3.0	0.2	-5.0	101.6	-2.0	4.0	101.2	10.3
COc1ccc(/C=N/NC(=O)c2ccc(N(C)S(=O)(=O)c3ccccc3)cc2)cc1OC	-6.0	-7.0	97.1	-8.0	0.0	-7.0	95.9	-7.0	-19.0	100.6	0.2
COc1ccc(CN(C)Cc2cc(=O)n3ccsc3n2)c(OC)c1OC	-3.0	-2.0	100.2	-3.0	0.1	-1.0	103.2	-1.0	-1.0	?	1.3
COC(=O)C1=C(C)N(C)C(C)=C(C(=O)OC)C1c1ccsc1	-11.0	-6.0	101.0	-10.0	1.3	-3.0	102.7	-2.0	-12.0	102.9	6.5
CCOc1ccc(/C=C/C(=O)Nc2cccc(C(C)=O)c2)cc1	0.0	-4.0	86.4	-2.0	-0.4	-2.0	109.1	-2.0	2.0	108.5	-2.2
CNC(=O)COC(=O)c1cc(-c2ccccc2)nn1-c1ccccc1	2.0	2.0	108.0	-2.0	0.2	0.0	101.5	1.0	-3.0	109.0	18.9
c1ccc(CN2CCN(c3nc4ccccc4c4ccccc34)CC2)cc1	-6.0	-5.0	105.7	-8.0	1.3	-9.0	102.7	-1.0	-15.0	104.6	39.9
O=C(Cn1nc(-c2ccccc2)c2ccccc2c1=O)Nc1cccnc1	-7.0	-1.0	101.2	-7.0	1.3	-7.0	99.7	0.0	-15.0	99.5	6.2
Cn1cc(Cl)c(C(=O)Nc2cnn(Cc3ccc(F)cc3)c2)n1	-1.0	-5.0	106.6	-7.0	3.8	-9.0	101.7	-4.0	1.0	102.3	14.3
CCN1CCN(CC(O)COc2ccc(Cl)cc2)CC1 (stereo not drawn)	-11.0	-4.0	103.5	-12.0	0.0	-6.0	96.7	-5.0	-15.0	96.5	-0.2
CC(=O)Nc1ccc(Nc2ccc(S(=O)(=O)C(F)(F)F)cc2[N+](=O)[O-])cc1	1.0	0.0	97.2	0.0	0.7	5.0	98.1	3.0	-1.0	100.9	91.9*
CCOC(=O)CSc1nc(C2CC2)cc(-c2ccc(F)cc2)c1C#N	-9.0	-3.0	101.7	-11.0	3.1	-3.0	98.9	-1.0	-16.0	102.5	28.4
CCOC(=O)C1(Cc2ccc(O)cc2)NC(c2ccccc2F)C2C(=O)N(C)C(=O)C21 (stereo not drawn)	-5.0	-3.0	103.9	-7.0	-2.7	-1.0	100.4	-3.0	-10.0	103.6	-3.7
Cc1cc(N2CCC(C)CC2)c(F)cc1[N+](=O)[O-]	-3.0	-5.0	108.3	-2.0	1.2	-4.0	100.7	0.0	2.0	98.8	2.6
O=C(CN1C(=O)NC(CCc2ccccc2)C1=O)NC1CC1 (stereo not drawn)	0.0	0.0	104.7	-1.0	-0.4	-2.0	101.6	-3.0	-6.0	104.5	-0.1
